From PubChem BioAssay
Rv3671c inh: inhibits the M. tuberculosis serine protease Rv3671c; P9WHR9; inhibition, % at 5.96 µM; 0.048% of 320,000 active; in the data active = inhibition above about 38%;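 note: extracellular domain of Rv3671c used as enzyme; 0% = enzyme with DMSO and 100% = no enzyme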
Target sequence (P9WHR9 whole entry, looked up, the tested form may be a part): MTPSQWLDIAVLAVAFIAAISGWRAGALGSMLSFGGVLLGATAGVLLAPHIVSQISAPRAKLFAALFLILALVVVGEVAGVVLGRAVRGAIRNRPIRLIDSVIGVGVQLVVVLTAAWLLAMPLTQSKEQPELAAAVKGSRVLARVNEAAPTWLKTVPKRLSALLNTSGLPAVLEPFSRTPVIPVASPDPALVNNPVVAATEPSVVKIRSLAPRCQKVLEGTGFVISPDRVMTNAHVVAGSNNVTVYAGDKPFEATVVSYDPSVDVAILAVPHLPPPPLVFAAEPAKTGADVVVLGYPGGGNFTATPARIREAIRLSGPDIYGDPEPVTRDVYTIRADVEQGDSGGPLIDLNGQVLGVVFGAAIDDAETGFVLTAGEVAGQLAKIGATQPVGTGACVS
FadD28 FP inh: blocks FadD28 binding to the bisubstrate probe; 0.22% of 360,000 active; fluorescence polarization; inhibition, % at 12.5 µM; AID 588549; in the data active = inhibition above about 8.5%, passing the limit was not always enough; inconclusive = no clear call, values can overlap the other calls
Mtb BioA inh: BioA (M. tuberculosis) enzyme inhibition; purified M. tuberculosis BioA enzyme, plate reader; 0.096% of 360,000 active; inhibition, % at 9.99 µM; AID 602481; in the data active = inhibition above about 40%; inconclusive = no clear call, values can overlap the other calls
Mtb FBA inh: inhibits M. tuberculosis FBA enzyme; purified M. tuberculosis FBA, fluorescence read-out; 2.3% of 360,000 active; P9WQA3; inhibition, % at 1 µM; in the data active = inhibition above about 27%;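 note: 0% = vehicle and 100% = reference inhibitor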
GDH-TPI counter: inhibits GDH-TPI coupling enzymes, artifact for Mtb FBA screen | AID 588335 | inhibition, % at 4.8 µM | GDH-TPI coupled enzyme counterscreen, NADH absorbance | 1.2% of 360,000 active; in the data active = inhibition above about 30%;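 note: 0% = DMSO wells and 100% = wells lacking the enzyme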
BoNT F protease: blocks Botulinum neurotoxin F light chain protease. 0.22% of 360,000 active. Multiplex microsphere protease cleavage assay, flow cytometry. AID 588497. inhibition, % at 10 µM; in the data active = inhibition above about 35%, passing the limit was not always enough; inconclusive = no clear call, values can overlap the other calls; note: plate controls were buffer without enzyme for full effect and enzyme alone for no effect
Mtb UGM inh: Mtb UDP-galactopyranose mutase inhibition | P9WIQ1 | purified UGM, fluorescence polarization probe displacement | inhibition, % at 10 µM | 0.06% of 320,000 active | AID 504406; in the data active = inhibition above about 10%, passing the limit was not always enough; inconclusive = no clear call, values can overlap the other calls
Target sequence (P9WIQ1 whole entry, looked up): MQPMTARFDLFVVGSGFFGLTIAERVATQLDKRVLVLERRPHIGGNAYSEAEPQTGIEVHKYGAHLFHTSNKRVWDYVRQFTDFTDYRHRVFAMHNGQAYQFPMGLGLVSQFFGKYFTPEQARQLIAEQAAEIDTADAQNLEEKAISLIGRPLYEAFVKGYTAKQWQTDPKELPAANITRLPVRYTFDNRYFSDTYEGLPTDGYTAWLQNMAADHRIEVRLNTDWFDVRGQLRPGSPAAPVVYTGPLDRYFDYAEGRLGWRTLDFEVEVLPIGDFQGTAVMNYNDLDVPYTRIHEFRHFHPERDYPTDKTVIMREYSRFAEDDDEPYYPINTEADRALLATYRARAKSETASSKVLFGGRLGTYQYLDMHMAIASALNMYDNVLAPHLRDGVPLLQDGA
MazEF act: MazEF (E. coli) toxin RNase activation; FAM/BHQ RNA-DNA oligo cleavage fluorescence, 5 h; AID 504720; 0.32% of 350,000 active; activation, % at 20 µM; in the data active = activation above about 50%
Target sequence (P0AE70 whole entry, looked up): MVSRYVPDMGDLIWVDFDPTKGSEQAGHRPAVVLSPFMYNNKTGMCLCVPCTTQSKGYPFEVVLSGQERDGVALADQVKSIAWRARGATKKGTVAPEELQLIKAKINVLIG
PrPC surface inh: cell surface PrPC inhibition, primary TR-FRET screen | P04156 | TR-FRET read-out | inhibition, % at 13.8 µM | 0.43% of 370,000 active; in the data active = inhibition above about 24%; note: 0% = median of the test wells and 100% = reference compound wells
Numbers without * were called inactive; u = inconclusive; x = no result given.

SMILES	Rv3671c inh	FadD28 FP inh	Mtb BioA inh	Mtb FBA inh	GDH-TPI counter	BoNT F protease	Mtb UGM inh	MazEF act	PrPC surface inh
COc1ccc2sc(NC(=O)CC(C)C)nc2c1	-1	-5.4	0.9	-1	8	0	0.8	5	-7
CC(OC(=O)c1ccc2c(=O)n3c(nc2c1)CCC3)C(=O)NC1CCCCC1C (stereo unspecified)	-5	-0.5	-3.2	6	1	-12	0.5	-2	7
Brc1ccc(-c2nnc3n2-c2ccccc2CC3)cc1	1	-3.1	9.4	5	-5	1	-0.2	-7	2
CCOc1ccc(N(CC(=O)NCc2ccc(C)cc2)S(=O)(=O)c2c(C)[nH]c(=O)[nH]c2=O)cc1	3	-4.1	2.0	1	11	8	2.1	7	x
COC(=O)C1CCN(C(=O)/C(C)=C\c2ccccc2)CC1	2	-1.1	-1.1	-3	1	-20	1.4	4	-10
Cc1ccc2cn[nH]c2c1[N+](=O)[O-]	4	-2.2	x	-7	14	-9	-1.2	7	-4
COc1cc(OC)nc(NC(=O)NS(=O)(=O)c2ccc(OC(F)(F)F)cc2)n1	6	0.1	0.6	1	1	2	-1.7	4	7
Cc1ccc(C(=O)/C=C/c2cc(Br)cc(Br)c2O)o1	-3	-0.9	-0.9	-2	25	-3	-6.8	-3	-10
C/C(=N\NC(=O)CCCNc1ccccc1)c1ccncc1	-2	-1.6	x	-4	6	-1	3.2	4	7
Cc1cccc(C)c1OCc1cc(C(=O)NC2CCC2)no1	-16	-1.0	0.9	-1	-6	-9	-1.2	0	3
Cc1cc(C)cc(N=C2NC(=O)CS2)c1	-2	-3.0	1.2	1	3	u	1.1	1	11
CC(C)(C)NC(=O)C(c1cccs1)N(C(=O)c1csnn1)c1cccc(F)c1 (stereo unspecified)	-4	0.0	x	5	9	-2	2.9	3	7
Cc1ccc(NS(=O)(=O)c2ccc(C)c(C(=O)Nc3ccc(S(=O)(=O)Nc4onc(C)c4C)cc3)c2)cc1	x	-0.2	7.0	-1	0	2	x	-2	-2
Cc1ccc(NC(=O)c2cc(S(=O)(=O)N3CCCC3)cn2C)cc1C	-5	-0.7	-1.9	3	12	-4	4.3	-11	2
Cc1cccc(N2CCN(C(=O)Cn3cnc4c3c(=O)n(C)c(=O)n4C)CC2)c1C	-2	-0.4	-1.4	-3	14	-10	2.2	2	1

Molecules listed so far containing an NH in an aromatic ring, in the order listed:
SMILES	Rv3671c inh	FadD28 FP inh	Mtb BioA inh	Mtb FBA inh	GDH-TPI counter	BoNT F protease	Mtb UGM inh	MazEF act	PrPC surface inh
CCOc1ccc(N(CC(=O)NCc2ccc(C)cc2)S(=O)(=O)c2c(C)[nH]c(=O)[nH]c2=O)cc1	3	-4.1	2.0	1	11	8	2.1	7	x
Cc1ccc2cn[nH]c2c1[N+](=O)[O-]	4	-2.2	x	-7	14	-9	-1.2	7	-4

Looked up above:
Value of CCOc1ccc(N(CC(=O)NCc2ccc(C)cc2)S(=O)(=O)c2c(C)[nH]c(=O)[nH]c2=O)cc1 under MazEF act: 7
Value of Cc1ccc(NS(=O)(=O)c2ccc(C)c(C(=O)Nc3ccc(S(=O)(=O)Nc4onc(C)c4C)cc3)c2)cc1 under Mtb FBA inh: -1
Value of C/C(=N\NC(=O)CCCNc1ccccc1)c1ccncc1 under GDH-TPI counter: 6
Value of Cc1cccc(N2CCN(C(=O)Cn3cnc4c3c(=O)n(C)c(=O)n4C)CC2)c1C under Mtb UGM inh: 2.2
Value of CC(OC(=O)c1ccc2c(=O)n3c(nc2c1)CCC3)C(=O)NC1CCCCC1C (stereo unspecified) under GDH-TPI counter: 1

Returning to the listing, starting six compounds before the break.
SMILES	Rv3671c inh	FadD28 FP inh	Mtb BioA inh	Mtb FBA inh	GDH-TPI counter	BoNT F protease	Mtb UGM inh	MazEF act	PrPC surface inh
Cc1cccc(C)c1OCc1cc(C(=O)NC2CCC2)no1	-16	-1.0	0.9	-1	-6	-9	-1.2	0	3
Cc1cc(C)cc(N=C2NC(=O)CS2)c1	-2	-3.0	1.2	1	3	u	1.1	1	11
CC(C)(C)NC(=O)C(c1cccs1)N(C(=O)c1csnn1)c1cccc(F)c1 (stereo unspecified)	-4	0.0	x	5	9	-2	2.9	3	7
Cc1ccc(NS(=O)(=O)c2ccc(C)c(C(=O)Nc3ccc(S(=O)(=O)Nc4onc(C)c4C)cc3)c2)cc1	x	-0.2	7.0	-1	0	2	x	-2	-2
Cc1ccc(NC(=O)c2cc(S(=O)(=O)N3CCCC3)cn2C)cc1C	-5	-0.7	-1.9	3	12	-4	4.3	-11	2
Cc1cccc(N2CCN(C(=O)Cn3cnc4c3c(=O)n(C)c(=O)n4C)CC2)c1C	-2	-0.4	-1.4	-3	14	-10	2.2	2	1
COc1ccc(CCN2CCC(CN3C(=S)NC[C@@H]3CC(C)C)CC2)cc1OC	x	-1.8	-0.6	-1	-1	2	x	-5	-13
O=C(COC(=O)CNS(=O)(=O)c1c(Cl)cccc1Cl)Nc1ccccc1Sc1ccccc1	-7	-6.2	-0.4	2	-1	4	0.3	-11	2
CSc1ncnc2c1cnn2-c1ccc(C)cc1C	-6	-1.8	x	4	9	2	-3.0	-4	2
COc1ccc(N(CC(=O)Nc2cc(C)ccc2C)S(=O)(=O)c2c(C)nn(C)c2C)cc1	-1	-1.2	-1.3	9	3	-1	-4.6	5	1
CCN(CC)C(=O)c1[nH]cnc1C(=O)N[C@@H](CC(C)C)C(=O)OC(C)(C)C	2	-0.4	-0.9	-1	4	-4	-1.1	1	0
O=C(Nc1c2c(nn1-c1cccc(Cl)c1)CS(=O)(=O)C2)c1ccc2c(c1)OCO2	-3	1.2	-1.8	2	5	-2	-1.6	1	2
O=C(NN=C1CCCC1)c1n[nH]c2c1CCCC2	5	-0.3	x	0	-1	-1	-2.5	0	12
CC1=NCCc2c1[nH]c1ccccc21	-3	-2.8	-0.1	20	12	-114	2.0	2	2
CC(C)[C@H]1COC(NC2=N[C@@H](C(C)C)CO2)=N1	6	-3.6	0.1	1	-1	-1	-0.8	3	-1
CC(=O)Nc1cccc(C)c1	2	-3.8	-1.7	0	3	-4	-0.9	6	-2
Cc1ccccc1S(=O)(=O)Cc1ccc(C(=O)NCCCN2CCC(C)CC2)o1	-13	0.1	x	0	-4	-2	-1.7	6	7
CCOC(=O)C1(CCc2ccccc2)CCN(Cc2ccc(OC)cc2)CC1	-6	1.0	x	1	11	-3	6.7	-1	-3
Cc1nn(C)cc1CN1CCCC(C(=O)c2ccc(-c3ccccc3)cc2)C1 (stereo unspecified)	7	-0.1	0.7	0	4	-1	0.1	5	9
O=S(=O)(c1ccccc1)c1cnc(-c2cccnc2)nc1-c1ccccc1	5	-0.4	6.8	2	5	-1	-1.5	14	-2
COc1ccc(NC(=S)N(CCCN2CCOCC2)Cc2cn(C)c3ccccc23)cc1OC	0	-0.8	3.3	1	7	1	-0.7	-2	-2
C=CCC(C(=O)NC(C)c1ccccc1)C(=O)NC(C)c1ccccc1 (stereo unspecified)	0	-0.1	-0.8	1	5	21	-0.3	-7	1
O=C1c2cccc3cccc(c23)C(=O)N1c1ccc2ncccc2c1	-5	0.0	-1.6	-4	30	4	-2.9	-15	-43
O=C(N/N=C1/SCC(=O)N1Cc1ccco1)c1ccccc1F	-2	-2.2	x	1	3	2	-1.3	3	3
CCN(CC)S(=O)(=O)c1cccc(NC(=O)CCNC(=O)NC23CC4CC(CC(C4)C2)C3)c1	-14	4.1	-1.6	0	4	11	-0.1	5	x
COc1cccc2sc(N3CCN(C(=O)c4ccc([N+](=O)[O-])o4)CC3)nc12	0	-3.9	2.7	-2	-1	-3	2.0	2	x
COc1ccc(-c2nc3n(n2)C(c2ccccc2Cl)C(C(N)=O)=C(C)N3)cc1 (stereo unspecified)	4	0.5	4.2	5	0	0	2.4	6	-7
C=C(C(=O)c1ccccc1)C(C)CC(=O)c1ccccc1 (stereo unspecified)	3	-4.8	x	5	-2	-3	-3.4	-25	-1
CCC(=O)N(Cc1ccc(S(N)(=O)=O)cc1)C1CC(=O)N(c2ccc(OC)cc2)C1=O (stereo unspecified)	-4	-0.4	0.0	3	0	-5	-1.8	8	3
COc1ccc(NC(=O)c2[nH]c(C)c(C(C)=O)c2C)cc1S(=O)(=O)N1CCOCC1	-20	-2.8	x	1	-2	2	4.7	4	0
COc1ccc(CCNC(=O)c2ccc(Cl)c(S(=O)(=O)N3CCCCCC3)c2)cc1	-27	-0.8	-1.4	-3	-1	3	-0.6	-8	11
CCOC(=O)C1=C(C)c2ccccc2N(C(=O)OC)C1(C)C(=O)OCC (stereo unspecified)	x	-1.5	-0.7	-2	6	4	x	1	0
Cc1cc(NC(=O)CSc2ccccn2)no1	-6	0.1	x	3	-1	-4	-2.5	3	-2
C#CCN1C=C(C(=O)OCC)C(C)NS1(=O)=O (stereo unspecified)	x	-3.0	1.0	-2	-13	0	x	3	7
Cc1cccc(C=Nc2ccc3c4c(cccc24)CC3)c1O	-14	-1.5	x	37*	-1	22	-2.8	-10	4
Cc1ccc(C)c(N2CCN(C(=O)Cn3c(=O)[nH]c4ccsc4c3=O)CC2)c1	3	-0.9	x	-3	5	5	-0.5	3	7

Fetched by compound from the entries so far, 2 records:
SMILES	Rv3671c inh	FadD28 FP inh	Mtb BioA inh	Mtb FBA inh	GDH-TPI counter	BoNT F protease	Mtb UGM inh	MazEF act	PrPC surface inh
CCC(=O)N(Cc1ccc(S(N)(=O)=O)cc1)C1CC(=O)N(c2ccc(OC)cc2)C1=O (stereo unspecified)	-4	-0.4	0.0	3	0	-5	-1.8	8	3
Cc1ccc(C)c(N2CCN(C(=O)Cn3c(=O)[nH]c4ccsc4c3=O)CC2)c1	3	-0.9	x	-3	5	5	-0.5	3	7

Remaining list, next part:
SMILES	Rv3671c inh	FadD28 FP inh	Mtb BioA inh	Mtb FBA inh	GDH-TPI counter	BoNT F protease	Mtb UGM inh	MazEF act	PrPC surface inh
CCC(C)Oc1ccc(/C=C/c2[nH]c(=O)[nH]c(=O)c2[N+](=O)[O-])cc1OC (stereo unspecified)	3	0.7	-0.4	4	16	-7	-0.1	-11	-12
NC(=O)c1ccsc1NC(=O)COC(=O)c1cccnc1Cl	-1	-5.5	-0.6	-3	7	3	0.1	0	-5
Cc1ccc(S(=O)(=O)NCCC(=O)N2CCCCCCC2)cc1	-8	0.4	0.3	2	-6	1	-2.4	-16	8
Cc1ccc(C(=O)NCCc2nnc3ccc(SCC(=O)Nc4ccc(C)cc4C)nn23)cc1	0	-13	0.1	4	-15	-11	-0.4	6	-13
CCc1nc(SCC(=O)Nc2nccs2)c2oc3ccccc3c2n1	-9	-0.1	x	0	8	-4	0.0	5	8
O=C(CSc1ccccc1)OCC(=O)N1CCN(C(=O)c2ccco2)CC1	-4	0.5	x	-1	4	5	-0.7	-1	-2
CCOc1ccc(-c2nnc(SCc3nc4ccccc4[nH]3)n2N)cc1	-6	0.2	-1.0	0	2	-5	-0.2	0	-2
CC(=O)Nc1ccc(C(=O)OCC(=O)N2CCN(C(=O)c3ccco3)CC2)cc1	1	-1.2	0.4	2	10	-5	0.8	-2	-2
O=C(COc1ccc2ccccc2c1)N1CCN(Cc2ccncc2)CC1	-2	-7.7	x	-1	-9	-8	1.9	2	-2
COCCOC(=O)c1c(C)oc2ccc(O)c(CN3CCC(C)CC3)c12 (tested in a mixture with another compound)	x	-3.0	x	-2	-5	2	x	14	-3
CC(Cn1cncn1)NC(=O)c1cc(COc2cccc(C(F)(F)F)c2)on1 (stereo unspecified)	1	-1.5	-0.8	3	2	0	-0.9	4	-5
c1ccc(NC(=NCc2ccco2)c2ccccc2)cc1	-7	-2.8	-0.4	0	-4	23	-1.0	1	-2
COc1ccc(CNCCc2c(C)[nH]c3ccc(OC(F)(F)F)cc23)c(OC)c1	-5	-4.4	1.0	4	9	-3	1.7	12	0
O=C(Nc1nccs1)c1cc(Cl)ccc1[N+](=O)[O-]	4	-0.8	x	-2	3	-6	3.6	12	-9
CN1/C(=C/C(=O)C2CCC2)Sc2ccccc21	-11	-0.3	x	2	68*	-6	2.5	-6	-2
COc1cc(Br)cc(-c2nc3c(c(=O)[nH]c(=O)n3Cc3ccccc3)n2C)c1O	-3	-2.0	4.0	3	1	-9	2.6	7	4
Cc1ccc(CCNS(=O)(=O)c2cc3c(cc2C)n(C)c(=O)c(=O)n3C)cc1	-2	0.4	-1.2	6	7	-9	x	11	-3
O=C(Nc1ccc(Cl)c(Cl)c1)N1CCCCCC1	-4	-0.7	8.1	1	6	18	-0.5	1	2
Cc1ccc(CN(Cc2cccnc2)C(=O)CN2C(=O)COc3ccccc32)o1	1	-0.3	x	1	15	-4	-2.2	8	x
Cc1noc(C(=O)NC2CCCCC2)c1Cl	-14	0.0	0.3	1	1	-4	-0.8	-5	3
